# Screening results: PubChem BioAssay, National Center for Advancing Translational Sciences (NCATS)
# TSG101-PTAP inh: blocks PTAP/TSG101 interaction to inhibit HIV-1 budding | Potency, µM (top dose mostly 115 µM), for the others: at the highest dose activity change, negative = inhibition, most hits filed as inhibitors | 340,000 tested, under 10 active | Fluorescence polarization, FITC-PTAP peptide / Tsg101 binding | AID 493005; active = well fitted inhibition curve with a large enough effect in the main read-out, with a control signal flat, not every such curve was filed as active; inconclusive = small, poorly fitted or top-dose-only effect, or effect the other way, or a change in a side signal; inactive = no such curve, though single readings can be large or run the other way; also: potency is read from the fitted curve at half-maximal effect; % of control where 0% means no effect
# Target sequence (Q99816 whole entry, looked up): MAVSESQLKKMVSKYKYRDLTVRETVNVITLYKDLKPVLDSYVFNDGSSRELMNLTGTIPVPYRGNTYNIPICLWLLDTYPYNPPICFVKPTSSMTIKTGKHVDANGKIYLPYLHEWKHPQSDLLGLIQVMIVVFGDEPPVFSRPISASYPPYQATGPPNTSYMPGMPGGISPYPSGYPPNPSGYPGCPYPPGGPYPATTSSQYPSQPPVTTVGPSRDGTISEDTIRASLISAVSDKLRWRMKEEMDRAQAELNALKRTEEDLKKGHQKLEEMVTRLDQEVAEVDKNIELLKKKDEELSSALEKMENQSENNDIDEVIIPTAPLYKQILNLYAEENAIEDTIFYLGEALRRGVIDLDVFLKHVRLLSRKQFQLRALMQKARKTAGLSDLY
#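 Fluorescence anisotropy tracks displacement of a FITC-tagged PTAP peptide (50 nM) from the Tsg101 binding domain (10 uM), following a 20 min room-temperature incubation at pH 7.5.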
# AT treatment: potential ataxia-telangiectasia treatments restoring KAP-1 phosphorylation; hit rate 0.19% among 320,000; Potency, µM (titrated, usually from 57.5 µM), inactives show at the top dose activation, hits mostly activators; […] A-T fibroblasts, KAP-1 phosphorylation AlphaLISA; neocarzinostatin DNA damage 30 min before lysis; also: potency is read from the fitted curve at half-maximal effect; % of control where 0% means no effect; nearly all actives have a fitted effect of over 45% in size
#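 ATM-like activity read as KAP-1 phosphorylation via AlphaLISA donor/acceptor antibody pairs after lysis and 6 hr at 25C. Cells were ATM-null patient fibroblasts ([…], hTERT), dosed 60 min, then exposed to the DSB inducer NCS for 30 min.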
# Tb PFK block: inhibitors of T. brucei phosphofructokinase | O15648 | T. brucei PFK, ADP-Glo luminescence | Potency, µM (top dose mostly 57.5 µM), for the others: at the highest dose activity, negative = inhibition, usual class: inhibitors | hit rate 0.17% among 330,000;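 also: potency is read from the fitted curve at half-maximal effect; 0% = uninhibited 1x PFK enzyme wells and -100% = no-enzyme wells; nearly all actives have a fitted effect of over 60% in size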
#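 1.25 nM PFK with 0.5 mM F6P and 0.1 mM ATP in 0.1 M TEA pH 8.0, 5 mM MgCl2, incubated 45 min at room temperature; ADP measured by ADP-Glo luminescence; compounds titrated up to 57 uM.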
# Integrin act MD: integrin-mediated muscular dystrophy alleviation activation | alpha7betagal myoblasts, beta-gal FDG fluorescence, 48 h | Potency, µM (series often up to 38.3 µM), for inactives: at the top dose activation, most hits filed as activators | hit rate 0.064% among 350,000 | AID 624291;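 also: potency is read from the fitted curve at half-maximal effect; 100% = response of the positive control SU9516; nearly all actives have a fitted effect of over 60% in size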
#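 Alpha7betagal+/- myoblasts (passage 13) were plated 16-24 hr, then exposed to compounds (1:260 dilution of DMSO stock) for 48 hours at 37C. After MPER lysis, β-galactosidase reporter activity was read as FDG fluorescence (ex 480/em 540) after 30 minutes.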
# TCR act: activators of T cell receptors; 330,000 tested, under 10 active; primary human leukocytes, anti-CD3, IL-2 HTRF, 48 h; AID 504894; Potency, µM (series often up to 9.22 µM), without a hit: at the highest dose activation of IL-2 secretion, most hits filed as activators; also: % of control where 0% means no effect
#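 Readout: HTRF IL-2, Eu-cryptate/d2 antibody pair, 320nm excitation, 665nm emission. Stimulus: a-CD3 beads, no co-stimulation. Cells: primary human leukocytes. Exposure: 48 hr with compound.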
# TSHR antagonist: blocks TSH signaling through the human TSH receptor; P16473; TSHR-expressing cells, TSH-stimulated cAMP HTRF, 2 h; hits give low values; activity change, negative = inhibition, % at 11.5 µM; hit rate 0.2% among 330,000; AID 504810;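 active = activity change below a set negative limit, meaning inhibition stronger than a set level, cut at about -70% in these data; inconclusive = activity change between two set negative limits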; also: % is scaled to controls: 0 for no effect and ±100 for the full control effect
#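 Read-out is FRET at 665 nm (cryptate excitation 337 nm) from a cryptate-tagged anti-cAMP antibody, competed by cell cAMP against cAMP-d2. Compounds are tested on freshly harvested TSHR cells challenged with 4nM TSH (EC80) for 2 hours at 37 deg C.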
# ELG1 DNA repair: blocks ELG1-dependent DNA repair in HEK293T cells | HEK293T ELG1-luciferase reporter, luminescence, 16 h; DNA damage induced by 5-fluorouridine | Potency, µM (series often up to 46.1 µM), for the others: at the highest dose activity change, negative = inhibition, hits mostly inhibitors | hit rate 2.3% among 330,000 | AID 504467; also: potency is read from the fitted curve at half-maximal effect; % is scaled to controls: 0 for no effect and ±100 for the full control effect; nearly all actives have a fitted effect of over 55% in size
#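 Cells (2,000 per well) received 5-fluorouridine plus test compound or DMSO and were incubated 16 hr at 37 °C, 5% CO2. Luciferase activity was read by luminescence 30 min after ONE-Glo addition; signal suppression marked inhibition of damage-induced ELG1 function.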
# Eya2 inh: blocks the phosphatase activity of human Eya2 | O00167 | hit rate 0.006% among 330,000 | recombinant Eya2, OMFP fluorescence dephosphorylation (OMFP is methylfluorescein phosphate) | AID 488837 | Potency, µM (series often up to 76.9 µM), inactives show at the top dose activity, negative = inhibition, most hits filed as inhibitors; also: potency is read from the fitted curve at half-maximal effect; % is scaled to controls: 0 for no effect and ±100 for the full control effect
# Target sequence (O00167 whole entry, looked up): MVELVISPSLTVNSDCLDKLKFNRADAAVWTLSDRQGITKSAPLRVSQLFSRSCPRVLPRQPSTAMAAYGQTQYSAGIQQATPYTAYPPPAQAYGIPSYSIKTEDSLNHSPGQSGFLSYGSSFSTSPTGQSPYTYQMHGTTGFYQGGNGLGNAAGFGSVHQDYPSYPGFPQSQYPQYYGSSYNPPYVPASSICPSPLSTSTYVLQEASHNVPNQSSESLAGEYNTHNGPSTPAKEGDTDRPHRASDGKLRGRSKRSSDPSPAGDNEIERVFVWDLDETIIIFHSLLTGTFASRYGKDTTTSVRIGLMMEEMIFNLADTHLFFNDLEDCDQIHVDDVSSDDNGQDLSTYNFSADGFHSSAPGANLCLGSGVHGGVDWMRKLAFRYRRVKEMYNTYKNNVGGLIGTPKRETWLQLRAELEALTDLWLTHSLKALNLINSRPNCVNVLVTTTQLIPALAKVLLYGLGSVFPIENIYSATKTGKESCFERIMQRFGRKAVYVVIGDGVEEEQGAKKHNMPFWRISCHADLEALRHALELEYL
#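 Eya2 protein (added as 0.2 uM solution) was preincubated with compound for 10 min at ambient temperature in 50 mM HEPES pH 7.5, 50 mM NaCl, 5 uM MgCl2, 0.05% BSA, 1 mM DTT. OMFP (added at 50 uM) then reacted 10 min; fluorescence read at 485/525 nm.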
# ASM inhibitor: blocks human secretory acid sphingomyelinase; Potency, µM (titrated, usually from 57.5 µM), for inactives: at the top dose activity change, negative = inhibition, hits mostly inhibitors; hit rate 0.006% among 340,000; P17405; placental ASM, HMU-PC fluorogenic substrate, 60 min; also: potency is read from the fitted curve at half-maximal effect
#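 Steps: dispense placental human ASM, pin compound, wait 10 min at room temperature, add HMU-PC0 substrate at 9 uM final, incubate 60 min at 37 °C, add stop solution raising pH to 10, read fluorescence.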
# Chronic BCR inh: inhibitors of chronic active B-cell receptor signaling; ABC-DLBCL IkBa-CBG/CBR reporter, luminescence ratio, 4 h; Potency, µM (doses to about 46.1 µM), for the others: at the top dose ratio change, negative = lower green/red ratio, most hits filed as inhibitors; hit rate 0.05% among 340,000; AID 493014; active = well fitted inhibition curve with a large enough effect in the signal ratio, with a control signal flat, not every such curve was filed as active; inconclusive = small, poorly fitted or top-dose-only effect, or effect the other way, or a change in a side signal; the % refers to the signal ratio;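 also: potency is read from the fitted curve at half-maximal effect; plate controls were basal doxycycline-induced cells for no effect and cells given 10 µM MG132 for full effect; MG132 reads +100%, hits lower the ratio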
#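 Doxycycline induced both beetle luciferases in TMD8 lymphoma cells; IKK-driven degradation limits the IkappaBalpha-fused green signal, while red luminescence normalises for cell number and nonspecific effects. Compounds tested up to 46 uM, 4 hrs.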
# Mito fusion act: mitochondrial division inhibition or fusion activation | S. cerevisiae fusion-defective mutant growth rescue, CellTiterGlo 48 h | Potency, µM (top dose mostly 46.1 µM), for the others: at the top dose growth rescue (activation), usual class: activators | hit rate 0.23% among 320,000 | AID 485298;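 also: potency is read from the fitted curve at half-maximal effect; % of control where 0% means no effect; nearly all actives have a fitted effect of over 45% in size; temperature-sensitive fusion mutants such as fzo1-1 at 37 °C on non-fermentable ethanol glycerol medium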
#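 Luminescent cell viability in 1536-well qHTS format served as the measure of rescued growth in ts fusion-mutant S. cerevisiae cultured on non-fermentable YPEG for 48 hours at 37C.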
# * marks the source's active call; other numbers are inactive results; ? = inconclusive; . = no result given; [ ] = another dose, or the depositor's remark. Unless noted, calls follow the shape of the dose curve; as a rule, active = well fitted curve in the direction sought with a large enough effect; inconclusive = small, poorly fitted or top-dose-only effect, or another doubt; inactive = no such curve, though single readings can be large; an effect the other way counts as inactive or inconclusive.
SMILES,TSG101-PTAP inh,AT treatment,Tb PFK block,Integrin act MD,TCR act,TSHR antagonist,ELG1 DNA repair,Eya2 inh,ASM inhibitor,Chronic BCR inh,Mito fusion act
O=C1CC(c2ccccc2)Sc2nc(-c3ccccc3)c(-c3ccccc3)n21 (stereo not given),-1%,1%,7%,0%,-1%[46.1 µM],-17,3%,-6%,-2%,4%,-11%
O=C(NC1CCCCC1)C1CCCN(S(=O)(=O)c2ccc(F)cc2)C1 (stereo not given),-1%,-14%,1%,-4%,14%,20,-12%,5%,4%,0%,-3%
CCOc1ccccc1NC(=O)N1CCCc2ccccc21,0%,6%,-3%,2%,11%,13,-2%,11%,-3%,-4%,-3%
CCC(OC(=O)c1cccs1)C(=O)NC1CCCCC1 (stereo not given),-2%,4%,2%,-7%,4%,2,-13%,-3%,-2%,2%,0%
COc1ccc(CCNS(=O)(=O)c2ccc3c(c2)CCN3C(=O)C2CC2)cc1OC,-3%,10%,0%,-8%,0%,-18,-8%,7%,-2%,0%,2%
CCc1ccc(CN(C)CC(O)COc2cccc3ccccc23)cc1 (stereo not given),-2%,12%,-4%,-32%,1%,58,-1%,1%,-8%,-5%,6%
O=C(NCCCn1ccnc1)C(F)(F)C(F)(F)C(=O)NCCCn1ccnc1,-8%,11%,14%,13%,.,31,15%,-13%,-1%,?,16%
Oc1ccc(Cl)cc1/C=N/c1nccs1,-8%,11%,2%,-44%,4%,10,-8%,20%,7%,?,-7%
O=c1c(N2CCCCC2)coc2ccccc12,-2%,1%,1%,11%,-3%,-4,?,15%,3%,-12%,-4%
Cc1[nH]c2ccccc2c1CCNC(=O)c1c(N)no[n+]1[O-],-1%,-2%,-2%,?,-9%,-2,0%,13%,-1%,-1%,7%

# 3 entries already listed, ordered by count of non-hydrogen atoms, rising:
SMILES,TSG101-PTAP inh,AT treatment,Tb PFK block,Integrin act MD,TCR act,TSHR antagonist,ELG1 DNA repair,Eya2 inh,ASM inhibitor,Chronic BCR inh,Mito fusion act
O=c1c(N2CCCCC2)coc2ccccc12,-2%,1%,1%,11%,-3%,-4,?,15%,3%,-12%,-4%
CCOc1ccccc1NC(=O)N1CCCc2ccccc21,0%,6%,-3%,2%,11%,13,-2%,11%,-3%,-4%,-3%
O=C1CC(c2ccccc2)Sc2nc(-c3ccccc3)c(-c3ccccc3)n21 (stereo not given),-1%,1%,7%,0%,-1%[46.1 µM],-17,3%,-6%,-2%,4%,-11%

# Further results:
SMILES,TSG101-PTAP inh,AT treatment,Tb PFK block,Integrin act MD,TCR act,TSHR antagonist,ELG1 DNA repair,Eya2 inh,ASM inhibitor,Chronic BCR inh,Mito fusion act
CS/C(=N\S(=O)(=O)c1ccccc1)c1ccccc1,-5%,3%,0%,33%,2%[46.1 µM],13,1%,3%,-1%,0%,1%
CCOc1ccc(CCNC(=O)CSc2ncn[nH]2)cc1OCC,-1%,2%,1%,1%,-4%,-1,5%,1%,1%,-1%,0%
CC(=O)C1=C(O)C(=O)N(Cc2ccccc2)C1c1cccc([N+](=O)[O-])c1 (stereo not given),0%,-5%,0%,17%,-6%,-8,-4%,3%,10%,8%,12%
CC(C)C(NC(=S)Nc1ccccc1)C(=O)O (stereo not given),-4%,.,-2%,12%,-1%[46.1 µM],2,9%,7%,2%,-3%,0%
Cc1csc(SCC(=O)NC(=O)NCCC(C)C)n1,-1%,1%,1%,5%,-11%,6,1%,1%,-1%,-22%,9%
COc1cc(/C=C/C(=O)N2CCN(CC(O)COc3ccccc3)CC2)cc(OC)c1OC (stereo not given),-4%,2%,0%,-21%,3%,-16,?,-6%,2%,19%,-1%
C/C(=N\N(C)C)C1=C(O)c2ccccc2C1=O,0%,5%,-3%,5%,4%[46.1 µM],5,?,-1%,4%,-2%,0%
Brc1ccc(-c2nnc3sc(CN4CCC5(CC4)OCCO5)cn23)cc1,-5%,-4%,-1%,13%[7.66 µM],.,18,11%,8%,1%,?,3%
COc1ccc(S(=O)(=O)NCCC(=O)NCc2ccc(F)cc2)cc1,-3%,6%,-3%,11%,3%,0,-1%,0%,4%,0%,0%
CC(C)(C)OC(=O)NCCCCCc1nnc(SCc2ccccc2)o1,-3%,8%,3%,-7%,1%,-21,?,-2%,-3%,-1%,1%

# Some entries already given, limited to TSHR antagonist.
mol,TSHR antagonist
Brc1ccc(-c2nnc3sc(CN4CCC5(CC4)OCCO5)cn23)cc1,18
COc1ccc(S(=O)(=O)NCCC(=O)NCc2ccc(F)cc2)cc1,0
CC(C)(C)OC(=O)NCCCCCc1nnc(SCc2ccccc2)o1,-21

# New compounds follow:
SMILES,TSG101-PTAP inh,AT treatment,Tb PFK block,Integrin act MD,TCR act,TSHR antagonist,ELG1 DNA repair,Eya2 inh,ASM inhibitor,Chronic BCR inh,Mito fusion act
CN(C(=O)COc1cc(=O)n(C)c2ccccc12)c1ccc(Br)cc1,-1%,3%,1%,13%,-29%,8,22%,-23%,0%,2%,-8%
c1ccc(C(c2nnnn2C2CCCC2)N2CCCCCC2)nc1 (stereo not given),-8%,-6%,1%,-42%,-9%,6,11%,22%,10%,7%,0%
CC(C)CNS(=O)(=O)c1cc2c3c(c1)CCC(=O)N3CCC2,-12%,2%,0%,30%,1%,18,19%,-7%,-4%,9%,-3%
COc1cccc(CNC(=O)c2ccc(C(=O)NCc3cccc(OC)c3)cc2)c1,-2%,-4%,0%,-12%,-1%,-8,9%,4%,3%,0%,1%
Cn1c(=O)c2c(nc(N3CCN(c4ccc([N+](=O)[O-])cc4)CC3)n2C)n(C)c1=O,-3%,-7%,0%,5%,2%,-10,?,-5%,-12%,?,2%
CC(=O)c1cccc(NC(=O)c2cc(C(C)C)on2)c1,-6%,1%,-2%,-4%,0%,-5,?,5%,1%,?,4%
Cc1cc(C(=O)CN2C(=O)c3ccccc3S2(=O)=O)c(C)n1CC1CCCO1 (stereo not given),-1%,6%,0%,-18%,0%,11,5.2µM*,-13%,-1%,-4%,3%
CC1CCc2c(C(=O)N3CCN(S(=O)(=O)c4cccs4)CC3)csc2C1 (stereo not given),-4%,-9%,1%,13%,2%,0,?,1%,-1%,0%,3%
Cc1nn(-c2ccc(F)cc2F)c2c1-c1nc(N3CCCC3)ncc1CC2,-6%,0%,1%,-3%,13%,-2,-10%,1%,49%[activator],-4%,5%
Cc1ccc(C)c(NC(=O)CN(C)C(=O)[C@@H](NC(=O)c2ccc(C(C)(C)C)cc2)C(C)C)c1,0%,-14%,0%,-51%[inhibitor],-7%[46.1 µM],-3,?,-2%,2%,-6%,0%
COc1cccc(N(CC(=O)NC(C)(C)C)C(=O)C2CSC(=O)C2)c1 (stereo not given),0%,-4%,2%,5%,.,13,4%,1%,2%,-1%,-2%
CCCCN(C(=O)CC1OC(=O)c2ccccc21)c1c(N)n(CCCC)c(=O)[nH]c1=O (stereo not given),1%,-11%,1%,-11%,-11%,-3,?,-27%,32%[activator],-3%,-8%
CCC(=O)N(CC)C1=C(O)c2ccccc2C(=O)C1=O,-1%,5%,?,-11%,-4%,0,-1%,-2%,-2%,-8%,1%
Cc1ccc(-n2nc3c(=O)n(CCCC(=O)NC4CCC(C)CC4)nc(C)c3c2C)cc1 (stereo not given),-3%,-9%,5%,22%,3%,11,-2%,0%,-7%,3%,-3%
CCOC(=O)c1ccccc1NC(=O)c1cn(-c2ccc(C)c(C)c2)c(=O)c2ccccc12,-1%,10%,-3%,23%,-2%[46.1 µM],13,?,1%,-2%,4%,28%
Cc1nc2ccccc2c(=O)n1NC(=O)c1ccc(Cl)c([N+](=O)[O-])c1,-6%,-3%,5%,-47%[inhibitor],-2%,-24,-7%,3%,3%,?,8%
